MOR-DOR ag: agonists of human mu-delta opioid receptor heterodimerization. P35372+P41143. hit rate 0.3% among 340,000. activation, % at 9.3 µM. AID 504326. cells, OPRM1-OPRD1 heterodimerization, luminescence; in the data active means activation above about 18%;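 further: 0% = vehicle-treated cells and 100% = reference agonist; values of inactives mirror those of a sister screen read the other way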
V-ATPase pHluor: regulators of yeast V-ATPase proton transport. S. cerevisiae, pHLuorin cytosolic pH fluorescence. hit rate 0.37% among 350,000. response, % at 10 µM. AID 504577; in the data active means response mostly above about 7.3%, no sharp cut-off; inactive means mostly below about 5.4%; further: actives read high; inactives centre near 0; some compounds called inactive have numbers as strong as hits; reference of the scale not given here
OPRM1-OPRD1 inv: mu-delta opioid heterodimer inverse agonism. P35372+P41143. cell-based MOR-DOR heterodimer luminescence. inhibition, % at 9.3 µM. hit rate 0.21% among 340,000. AID 504357; in the data active means inhibition above about 22%, passing the limit was not always enough;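 further: 0% = cells with DMSO and 100% = wells without cells with DMSO; values of inactives mirror those of a sister screen read the other way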
PKA-R2B activ: activates the human PKA-R2B holoenzyme complex; PKA-R2B holoenzyme dissociation, Cy5-IP20 fluorescence polarization; R2B truncated from residue 108, S112A mutant; 0% DMSO only, 100% 113 µM cGMP; activation, % at 11.4 µM; hit rate 0.079% among 340,000; AID 504700;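 active means activation above a cutoff set at the mean over all compounds plus 3 SD, cut at about 18% in these data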;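 further: higher means more holoenzyme dissociation and a rise in polarization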
Target sequence (P31323 whole entry, looked up, other chains not shown, the tested form may be a part): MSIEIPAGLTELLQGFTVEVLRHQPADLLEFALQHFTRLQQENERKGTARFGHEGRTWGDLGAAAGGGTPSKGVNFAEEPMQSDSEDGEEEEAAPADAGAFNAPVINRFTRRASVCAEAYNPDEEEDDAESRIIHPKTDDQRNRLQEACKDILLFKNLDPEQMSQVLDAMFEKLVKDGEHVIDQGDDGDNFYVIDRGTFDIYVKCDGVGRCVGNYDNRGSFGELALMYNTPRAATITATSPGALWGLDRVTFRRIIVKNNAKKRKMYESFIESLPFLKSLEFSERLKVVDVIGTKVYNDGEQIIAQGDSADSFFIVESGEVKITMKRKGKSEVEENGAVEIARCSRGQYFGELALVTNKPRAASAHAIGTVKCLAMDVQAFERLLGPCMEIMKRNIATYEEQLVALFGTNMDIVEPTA
PKA-R1A activ: PKA-R1A complex activation | P00514+P68181 | PKA-R1A dissociation, Cy5-IP20 fluorescence polarization; scaled: DMSO 0%, 113 µM cGMP 100% | activation, % at 11.4 µM | hit rate 0.083% among 340,000;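 active means percent activation above the mean of all tested compounds plus 3 SD, cut at about 19% in these data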;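 further: higher means more PKAc released from R1A so a rise in polarization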
HTR5A inv ag: counter-screen for OPRM1-OPRD1 inverse agonists: human HTR5A inverse agonism; P47898; HTR5A cell line, luminescence; inhibition, % at 9.3 µM; hit rate 0.083% among 340,000; AID 504634; in the data active means inhibition mostly above about 23%, no sharp cut-off; inactive means mostly below about 18%;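 further: 0% = cells with DMSO and 100% = no-cell wells with DMSO; some compounds called inactive have numbers as strong as hits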
Target sequence (P47898 whole entry, looked up): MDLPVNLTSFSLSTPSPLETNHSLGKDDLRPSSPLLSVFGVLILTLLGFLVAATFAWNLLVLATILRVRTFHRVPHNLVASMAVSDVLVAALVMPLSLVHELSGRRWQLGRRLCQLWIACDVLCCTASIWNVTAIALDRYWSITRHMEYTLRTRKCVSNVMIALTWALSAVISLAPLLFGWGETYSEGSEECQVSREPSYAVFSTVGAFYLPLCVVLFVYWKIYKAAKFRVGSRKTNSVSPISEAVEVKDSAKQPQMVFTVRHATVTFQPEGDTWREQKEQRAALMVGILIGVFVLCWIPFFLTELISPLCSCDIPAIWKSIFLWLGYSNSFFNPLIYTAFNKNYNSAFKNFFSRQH
Pemphigus Ab inh: human desmoglein-3 autoantibody binding inhibition; hit rate 0.48% among 310,000; binding (percent of control), % at 10 µM; P32926; DSG3-coupled beads, scFv-anti-DSG3-GFP binding, flow cytometry; hits give low values; AID 588358;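 active means binding more than 3 SD below its plate's average and above zero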;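 further: hits lower antibody fragment binding to DSG3; some compounds called inactive have numbers as strong as hits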
HTR5A ag ctr: counter-screen for OPRM1-OPRD1 agonists: human HTR5A agonism; activation, % at 9.3 µM; hit rate 0.61% among 340,000; AID 504692; HTR5A agonist assay, luminescence, cell-based; P47898; in the data active means activation mostly above about 9.5%, no sharp cut-off; inactive means mostly below about 7.6%;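 further: 0% = cells with vehicle only and 100% = reference agonist; strong numbers were not always called active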
Arr AP2 block: inhibitors of human beta-arrestin and AP2 interaction. hit rate 0.31% among 340,000. AID 504490. inhibition, % at 10 µM. FITC-arrestin peptide / GST-AP2 beads, flow cytometry; AP2 beta2 appendage carries R879A mutation;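 active means inhibition above a set limit, near 3 SD of compounds lacking own fluorescence, cut at about 54% in these data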;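 further: plate controls were DMSO wells for no effect and 5 µM unlabelled arrestin peptide for full effect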
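Measured by: flow cytometry, FL1 (488/535 nm); Material: AP2 appendage R879A on GSH beads; Evaluation: percent response; Timing: pre-incubation 12 min, peptide binding 1 h, room temperature; Also added: 50 nM FITC-arrestin peptide; Medium: PBS with 0.05% Tween 20 and 0.1% BSA.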
DAGLB inh: diacylglycerol lipase beta (human) inhibition | inhibition, % at 5.17 µM | Q8NCG7 | AID 504411 | HEK293T DAGLB membrane lysate, EnzChek fluorogenic substrate | hit rate 0.059% among 340,000; in the data active means inhibition above about 34%;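 further: 0% = enzyme with vehicle and 100% = wells lacking enzyme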
Starred values were filed as active, the others as inactive; i = inactive; . = no result given.

SMILES	MOR-DOR ag	V-ATPase pHluor	OPRM1-OPRD1 inv	PKA-R2B activ	PKA-R1A activ	HTR5A inv ag	Pemphigus Ab inh	HTR5A ag ctr	Arr AP2 block	DAGLB inh
COCCNC(=O)C1Nc2ccc(C(F)(F)F)cc2C2C=CCC12 (stereo not drawn)	-1.3	1.7	7.2	6.2	-0.9	-28.1	95.8	2.1	-8.9	3.4
Cc1sc2ncnc(SCC(=O)Nc3nc(-c4ccc(F)c(F)c4)cs3)c2c1C	-0.9	-2.8	5.0	5.5	-0.8	3.5	94.8	-1.4	34.3	0.9
COc1cc(C(=O)OCC(=O)N(C)c2ccccc2)cc(OC)c1OC	-0.7	-2.4	4.7	-11.5	-0.5	4.0	104.9	-0.8	-7.0	-1.2
Cc1c(CNC2CCCC(C)C2C)c(C(=O)O)c(C)n1Cc1ccccc1 (stereo not drawn)	-1.3	1.3	5.8	-3.5	-4.4	8.0	100.4	4.7	-20.6	-1.1
O=C(c1ccccc1)c1c(O)nc(-c2ccccc2)n(-c2ccccc2)c1=O	-1.8	-4.4	11.0	5.0	-1.2	-0.7	94.1	0.3	8.9	2.8
O=C(Cn1nc(CNc2ccc(Br)cc2)[n+]2c1CCCCC2)c1ccc([N+](=O)[O-])cc1	5.6	2.1	-27.8	-8.3	-5.7	-2.2	109.7	3.1	-2.3	3.2
COC(=O)c1ccc(NC(=O)CSc2nnc(-c3ccncc3)n2N)cc1	-1.6	5.6	8.0	9.4	-12.7	-0.9	98.3	0.3	2.8	0.4
CCN(C(=S)NC(=O)Cc1ccc(OC)cc1)c1ccccc1	-1.2	-0.4	6.3	-12.7	4.8	-4.5	94.2	-2.0	-7.7	-1.8
COc1ccc(CN(Cc2ccc(C(=O)O)cc2)C(=S)Nc2cc(C)cc(C)c2)cc1OC	-1.6	-2.3	8.5	6.0	-7.5	-5.9	99.0	2.1	3.0	-2.6
Cc1cc(-c2ccccc2)nc(-c2ccccc2)c1C	4.1	-0.8	-22.6	-1.2	-1.2	-3.8	101.5	1.4	-0.9	-15.6
O=C(C1=C(O)C(=O)N(CCCn2ccnc2)C1c1ccc(F)cc1)c1ccco1 (stereo not drawn)	-0.7	6.3	4.2	-2.9	0.1	2.2	.	-0.6	0.1	-0.6
COc1ccc(N2CCN(C(=O)C3CCCN(S(=O)(=O)c4cccc5cccnc45)C3)CC2)cc1 (stereo not drawn)	-2.3	-1.5	12.0	-12.9	-8.2	5.3	113.6	-1.9	3.5	0.2
COc1ccc(/C=C2\SC(=S)N(NS(=O)(=O)c3ccccc3)C2=O)c(OC)c1	-2.0	-0.3	9.5	11.3	5.8	3.5	104.2	-1.0	7.9	16.6
Cc1cccc(NC(=S)NCC(c2cccnc2)N(C)C)c1 (stereo not drawn)	218.3*	0.1	i	1.0	1.6	4.9	98.8	-1.4	11.5	1.5
CCOC(=O)C1CCN(C(=O)CSc2cc(=O)n(C)c3ccccc23)CC1	-2.6	-0.5	14.2	-2.3	0.8	-21.8	109.6	1.1	-8.2	-1.7
Cc1ccc(OCc2nnc(SCC(=O)N3CCOCC3)n2C)cc1	-3.0	-1.3	15.4	-3.0	-5.6	2.4	96.2	-0.8	-14.5	-2.8
COC(=O)c1ccc(N2CCN(C)CC2)c(NC(=O)COc2ccccc2Cl)c1	0.3	7.7	-2.9	2.9	4.2	3.4	124.2	2.0	2.5	0.8
CSc1ccccc1NC(=O)CN(Cc1ccc(Cl)cc1)S(C)(=O)=O	1.7	0.7	-9.7	2.6	-1.2	6.9	97.6	-1.8	3.9	1.4
COc1ccc(-n2c(=S)[nH]c3ccccc3c2=S)cc1	-1.7	-4.5	7.5	-3.3	-1.0	2.2	97.9	-0.6	13.9	4.6
COc1ccc(OC)c(/C=N/NC(=O)c2nnn(-c3nonc3N)c2-c2cccs2)c1	0.0	-0.6	0.0	-0.3	3.8	-5.5	102.1	1.4	9.8	-1.1
O=C(CC1C(=O)NCCN1Cc1cccc(Oc2ccccc2)c1)NCCc1ccccn1 (stereo not drawn)	-1.1	-0.4	5.1	-0.1	-5.8	-2.9	99.8	1.1	11.7	-3.5
O=C(COC(=O)C1(c2ccc(Cl)cc2)CCCC1)NCc1ccco1	0.3	0.7	-1.9	-5.0	2.3	-5.7	100.3	7.2	-16.4	-8.6
Cc1ccc(S(=O)(=O)N2CCCC2CNC(=O)c2ccc(F)c(F)c2)cc1 (stereo not drawn)	2.4	0.8	-13.0	6.4	-7.2	-9.3	104.1	3.7	15.0	-5.2
COc1ccc(/C=C2/C(=O)N=C(N)N2C)cc1OC	-0.9	6.5	5.2	8.0	3.4	-10.2	112.5	-0.9	-67.4	-2.2
O=C(NCc1ccc(OC(F)(F)F)cc1)c1cccc2c1C(=O)c1ccc(N3CCCCC3)cc1S2(=O)=O	-2.4	2.6	12.8	6.0	-3.0	-12.9	127.1	-2.1	0.3	-0.1
CCOc1nc(-c2ccccc2)ccc1-c1noc(COc2ccccc2)n1	-0.8	0.5	4.3	-0.8	-4.8	-22.4	105.6	8.1	7.2	-14.3
O=C(NCCCOc1ccc([N+](=O)[O-])cc1Cl)OCc1ccccc1	3.6	-0.7	-16.0	-11.9	-1.6	-18.4	103.7	4.8	-9.3	-3.1
COc1ccc(C(=O)CSc2nnc(-c3ccccc3)o2)cc1	-0.4	-3.3	2.4	4.5	-5.9	-16.9	102.3	-1.2	-6.2	-3.4
COc1cc(OC)cc(C(=O)N2CCN(Cc3ccccc3Br)CC2)c1	-0.5	-1.5	2.5	-0.7	0.3	6.6	107.5	-0.7	-28.6	-0.3
O=C(NCC(=O)N1CCN(c2ncccn2)CC1)c1ccc(F)cc1	-3.1	0.6	12.1	-1.0	-0.3	-5.3	102.0	2.1	-7.2	-1.8
CCc1nc2ccccc2c(C(=O)OC2CCOC2=O)c1C (stereo not drawn)	-1.9	1.7	11.5	6.9	-9.1	-12.3	.	4.6	22.5	-3.3
COc1ccc(Oc2nnc(-c3ccccc3)cc2C#N)cc1	0.3	-6.8	-1.3	-9.5	1.9	8.1	94.8	-0.8	1.2	-6.3
COc1ccccc1N(CC(=O)NCc1ccc2c(c1)OCO2)C(=O)CCC(=O)Nc1nccs1	-2.6	1.8	16.5	4.4	-0.3	-4.8	.	1.7	24.1	1.2
COc1ccc(CNC(=O)c2c(O)c3cc(OC)c(OC)cc3[nH]c2=O)cc1OC	-1.4	-0.5	6.7	2.2	1.8	-9.9	78.9*	-0.9	-14.6	1.2
Cc1[nH][nH]c(=O)c1C(c1ccc(F)cc1)c1c(C)[nH][nH]c1=O	1.0	0.5	-5.0	1.5	10.5	10.2	123.0	-2.7	25.1	-0.4
O=C(NC(=S)Nc1ccc2oc(-c3cccnc3)nc2c1)c1cccc(Cl)c1	-2.4	1.3	13.6	-4.1	-1.1	-12.2	108.0	-3.9	17.4	-0.5
Cc1cc(C)cc(-n2ncc3c2CCCC3NC(=O)c2cc(C)oc2C)c1 (stereo not drawn)	-0.4	-1.4	2.2	2.1	4.9	-9.6	104.8	4.3	-8.4	-7.3
COC(=O)[C@]1(Cc2ccccc2)N[C@H](c2ccc(-c3ccc4c(c3)OCO4)cc2)[C@@H]2C(=O)N(C)C(=O)[C@@H]21	0.8	-3.1	-4.3	-11.8	-14.8	7.2	93.1	-3.5	7.8	-3.3
CC(C)C[C@@H](CN1CCC[C@@H]1CN1C(=O)C(=O)NC[C@@H]1Cc1ccccc1)N1C[C@H](Cc2ccc(O)cc2)N(CC2CCCCC2)C(=O)C1=O	0.0	-1.2	-0.1	-10.3	-20.3	2.2	103.0	-0.6	-5.0	4.6
Cc1cc(N2CCN(C)CC2)nc2ccc(NC(=S)N3CCCCCC3)cc12	-4.0	4.9	20.5	-9.2	4.4	-11.2	102.5	-2.0	0.6	-0.4
Cc1nc(Nc2cccc(Cl)c2)c2oc3ccccc3c2n1	1.9	-2.8	-8.9	-18.5	-23.9	-8.0	105.2	2.1	-2.2	-3.3
Cc1cccc2sc(N(CCCN(C)C)C(=O)COc3ccc(Cl)cc3)nc12	7.3	-1.9	-38.8	-10.5	-3.5	-5.6	108.2	1.8	12.5	-1.5
O=C(COc1ccc(Cl)cc1Cl)Nc1ccc(CN2CCCCC2)cc1	2.6	-0.1	-12.9	4.5	-1.6	-10.5	105.0	3.9	2.8	-1.2
CC1Cc2ccccc2N1C(=O)Cn1nnc(-c2ccccc2NC(=O)C2CCC2)n1 (stereo not drawn)	-3.3	-0.9	15.1	-15.0	5.4	-29.3	122.8	-1.9	4.9	-6.9
CC(=O)Nc1ccc(S(=O)(=O)N2CCN(C(=O)c3ncoc3-c3ccccc3)CC2)cc1	0.2	0.0	-1.2	-13.1	-4.2	-2.8	103.3	-2.9	-1.3	-1.2
Cc1ccccc1N1CCN(S(=O)(=O)CC23CCC(CC2=O)C3(C)C)CC1 (stereo not drawn)	0.5	1.1	-2.5	-3.5	-0.8	-17.9	112.2	4.8	-5.0	-2.3
O=C1CC(c2cccc(Br)c2)C2=C(COC2=O)N1 (stereo not drawn)	-0.9	0.0	4.6	-2.2	-4.1	-10.3	112.2	3.7	-4.1	3.0
CN(NC(=O)c1cccc(Cl)c1)c1nc(-c2ccccc2)nnc1C(F)(F)F	0.9	4.5	-4.6	-8.0	-12.2	-25.8	106.3	10.0	12.4	-1.7
COc1ccc(Cc2nc(-c3ccc(Cl)cc3)no2)cc1	3.6	-1.6	-19.7	-9.5	-12.3	-17.4	99.1	5.7	14.3	-21.7
Cn1c(SC/C=C/c2ccccc2)nnc1-c1cccs1	-3.9	0.1	19.6	-14.1	-1.3	-0.5	.	-3.7	-0.8	0.2
C=CCSc1nc(N)cc(=O)[nH]1	-2.8	-0.6	14.6	-2.9	-14.9	1.1	102.2	-0.4	-14.0	0.7
CN(CC(=O)O)S(=O)(=O)c1ccc2c(c1)NC(=O)CC(=O)N2	-1.5	-3.3	7.1	0.3	-12.2	-2.5	116.5	1.0	18.0	0.6
Oc1ccc(Cl)cc1CNCc1ccc(F)c(F)c1	2.4	-3.8	-14.0	-7.3	1.1	-49.9	106.5	18.5	33.4	-17.9
CC(C)Cn1c(N)c(C(=O)COC(=O)c2cc(S(=O)(=O)N3CCOCC3)ccc2Br)c(=O)n(C)c1=O	1.7	-1.7	-8.9	-4.5	-11.8	-7.4	100.7	2.0	40.1	0.4

Screening data (PubChem BioAssay)
